Tb MetRS inh – T. brucei MetRS inhibitors, primary screen, biochemical, luminescence; methionyl-tRNA synthetase (Trypanosoma brucei brucei); purified T. brucei MetRS, ATP depletion, Kinase-Glo luminescence; inhibition, % at 11.9 µM; 360,000 compounds, 0.4% hits; AID 624268, 2012;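 active = inhibition above a per-plate cutoff of the control wells' mean inhibition plus 3 SD, cut at about 5.5% in these data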;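 note: 0% = DMSO wells median and 100% = median of wells with control inhibitor compound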
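Test system: purified T. brucei MetRS enzyme. Also added: ATP, methionine and E. coli bulk tRNA substrates. Compound: 11.9 µM single point. Schedule: 15 min enzyme-compound preincubation, 2 h reaction, 10 min detection, 25 °C. Signal: luciferase luminescence of residual ATP, Kinase-Glo. Evaluation: percent inhibition versus plate control medians. Controls: DMSO wells, low control.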
E coli Lon inh – inhibitors of E. coli Lon protease, primary screen, biochemical, fluorescence polarization; P0A9M0; purified E. coli Lon protease; inhibition, % at 7.94 µM; 360,000 compounds, 0.42% hits; AID 602123, 2011; in the data active = inhibition above about 13%, passing the limit was not always enough;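 note: 0% = enzyme with probe and DMSO and 100% = no enzyme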
NRP1-CendR mod – modulators of CendR peptide binding to NRP-1, primary screen, biochemical, fluorescence polarization, uHTS. FAM-RPARPAR peptide binding to NRP-1. Neuropilin-1 (Homo sapiens), O14786. inhibition, % at 25 µM. 360,000 compounds, 0.85% hits;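 active = inhibition or corrected inhibition above about 18%, plus a signal ratio from 0.5 to 1.5, limit read from the data, passing the limit was not always enough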; note: strong numbers were not always called active
Target sequence (O14786 whole entry, looked up): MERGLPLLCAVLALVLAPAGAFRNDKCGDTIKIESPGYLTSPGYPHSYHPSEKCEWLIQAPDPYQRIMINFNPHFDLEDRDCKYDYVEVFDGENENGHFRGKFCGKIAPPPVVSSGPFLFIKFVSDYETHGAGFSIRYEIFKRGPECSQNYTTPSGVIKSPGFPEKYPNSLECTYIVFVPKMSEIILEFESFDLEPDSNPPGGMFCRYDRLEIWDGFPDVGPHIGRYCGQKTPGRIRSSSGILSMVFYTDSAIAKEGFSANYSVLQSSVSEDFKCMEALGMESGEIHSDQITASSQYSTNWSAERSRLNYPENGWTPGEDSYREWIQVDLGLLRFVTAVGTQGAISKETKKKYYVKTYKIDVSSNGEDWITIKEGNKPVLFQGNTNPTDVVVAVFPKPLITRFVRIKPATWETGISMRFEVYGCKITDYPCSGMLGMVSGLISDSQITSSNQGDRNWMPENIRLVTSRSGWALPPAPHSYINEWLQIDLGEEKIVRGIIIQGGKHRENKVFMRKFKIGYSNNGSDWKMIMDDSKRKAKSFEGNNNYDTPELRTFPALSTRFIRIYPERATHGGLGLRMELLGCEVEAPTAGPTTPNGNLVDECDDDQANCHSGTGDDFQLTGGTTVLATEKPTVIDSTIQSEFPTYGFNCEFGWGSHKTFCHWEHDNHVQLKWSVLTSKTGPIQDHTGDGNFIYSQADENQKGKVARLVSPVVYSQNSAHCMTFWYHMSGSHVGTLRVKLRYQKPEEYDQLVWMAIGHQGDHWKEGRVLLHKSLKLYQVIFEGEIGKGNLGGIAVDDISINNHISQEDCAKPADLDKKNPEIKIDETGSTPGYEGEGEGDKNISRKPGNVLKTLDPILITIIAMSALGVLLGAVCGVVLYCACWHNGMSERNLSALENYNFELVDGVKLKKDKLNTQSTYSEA
MsrA inh – bovine MsrA enzyme inhibitors, primary screen, biochemical, absorbance, HTS; AID 651718, 2012; 360,000 compounds, 0.75% hits; inhibition, % at 15.5 µM; Methionine sulfoxide reductase A (Bos taurus); purified bovine MsrA, absorbance read-out; in the data active = inhibition above about 4.5%;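 note: 0% = vehicle wells with enzyme and 100% = reference inhibitor wells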
MLLE-PAM2 inh – inhibitors of PABP1 MLLE–PAM2 peptide binding, primary screen, biochemical, fluorescence polarization, FITC-PAM2, GST-MLLE; Polyadenylate-binding protein 1 (Homo sapiens), P11940; inhibition, % at 20 µM; 360,000 compounds, 0.36% hits; AID 588489, 2011; in the data active = inhibition above about 35%, passing the limit was not always enough;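 note: plate controls were DMSO wells with GST-MLLE for no effect and wells lacking GST-MLLE protein for full effect; some results filed as inactive read as strong as hits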
MT1-MMP act inh – blockers of MT1-MMP proenzyme processing, primary screen, HT1080 RFP-PRO-GFP cells, GFP/RFP fluorescence; Matrix metalloproteinase-14 (Homo sapiens), P50281; GFP/RFP ratio fluorescence, overnight; percent of plate control window, DMSO zero; GFP/RFP ratio change, % at 20 µM; 360,000 compounds, 0.061% hits; AID 651647, 2012;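 active = GFP/RFP ratio change of at least 30% with cell ATP level not reduced by more than half and red fluorescence within 50% of control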; note: strong numbers were not always called active
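Test system: HT1080 RFP-PRO-GFP cells; Benchmarks: DMSO and RFP-L50D-GFP cell wells; Timing: cells overnight before dosing, compound overnight, 37 °C, 5% CO2; Compound: one 20 µM compound dose with 1% DMSO; Read-out: GFP/RFP fluorescence ratio.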
MsrA act – bovine MsrA enzyme activators, primary screen, biochemical, absorbance, HTS | purified bovine MsrA, absorbance read-out | activation, % at 10.6 µM | 360,000 compounds, 0.3% hits | AID 602163, 2012; in the data active = activation above about 7.5%;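 note: 0% = vehicle and 100% = reference activator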
FAS-TE inh – FAS thioesterase domain inhibitors, primary screen, biochemical, fluorescence intensity, uHTS; Fatty acid synthase (Homo sapiens), P49327; recombinant FAS-TE, OMFH fluorogenic substrate, fluorescence endpoint; inhibition, % at 15 µM; 360,000 compounds, 0.67% hits;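 active = compounds whose normalised, plate-corrected inhibition of enzyme fluorescence in the single-dose primary screen is 50% or more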;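 note: 0% = DMSO with enzyme and 100% = substrate without enzyme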
SKN-1 block – suppressors of acrylamide-induced Pgst-4::GFP reporter in worms, primary screen, SKN-1 inhibitor project, whole organism, uHTS, GFP/RFP fluorescence ratio, strain VP596; C. elegans VP596 Pgst-4::GFP/RFP ratio, 24 h; inhibition, % at 21.8 µM; 360,000 compounds, 0.49% hits;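 active = interference check ratio from 0.5 to 1.5 plus GFP to RFP signal ratio inhibition reaching or exceeding a fixed threshold, cut at about 30% in these data, passing the limit was not always enough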; note: some compounds called inactive have numbers as strong as hits
* hit, by the source's call; · = no result given.

Order of values: FAS-TE inh	MsrA act	NRP1-CendR mod	MLLE-PAM2 inh	SKN-1 block	MsrA inh	MT1-MMP act inh	Tb MetRS inh	E coli Lon inh
O=C(CCCn1c(=S)[nH]c2cc3c(cc2c1=O)OCO3)N1CCN(c2ccccc2)CC1
 : 28	2	-3	-42	7	0.4	4	0.5	-4
COc1ccc(C(=O)Nc2nncs2)cc1S(=O)(=O)N1CCOCC1
 : -7	-1	2	-4	-1	0.6	1	0.1	-4
NC(=O)NC(c1ccc(Cl)cc1)c1ccccc1Cl (stereo not drawn)
 : 2	-1	4	10	2	-1.1	-3	0.2	2
O=C(Nc1cccc(Cl)c1)c1cnc[nH]1
 : -9	-2	-7	-9	30	0.6	-3	-0.3	-4
CN(CCO)c1ccc(-c2n[nH]c(=O)c3ccccc23)cc1[N+](=O)[O-]
 : -1	5	-6	-6	18	3.4	5	0.4	2
Cc1cccc(C)c1NC(=O)NCc1ccco1
 : -2	-5	9	12	1	-0.2	-7	-1.2	8
O=C(Nc1ccc(Cl)cn1)c1ccc(COc2ccccc2Br)o1
 : 33	-2	-15	1	1	0.2	-4	-0.3	2
O=C(C[C@H]1CC[C@@H]2[C@H](COC[C@H](O)CN2Cc2nccs2)O1)NCc1ccccc1Cl
 : ·	·	8	·	-12	0.9	-3	-0.8	·
O=C(CSc1ccc(-c2ccco2)nn1)NC1CCCCC1
 : -5	-6	-14	22	-10	0.3	6	0.0	-2
CS(=O)(=O)N(CC(=O)Nc1ccccc1)c1cccc(Cl)c1Cl
 : 1	-13	13	5	4	0.6	1	-1.3	-3
COc1cc2c(c(OC)c1OC)-c1c(cc3c(c1OC)OCO3)C[C@H](C)[C@@](C)(O)C2
 : 2	-2	-16	-42	5	3.1	0	-1.1	-14
Cc1cc2c(cc1S(=O)(=O)N1CCN(c3ccc(Cl)cc3)CC1)OCCN2C
 : 29	-3	12	15	-9	-0.1	3	-0.4	-9
Cn1c(NC(=O)/C=C/c2ccc(Cl)c(Cl)c2)cc(=O)n(C)c1=O
 : 4	-4	-2	-23	1	0.3	0	-0.5	-9
Cc1ccc(NC(=O)c2oc3ccc(S(=O)(=O)N4CCOCC4)cc3c2C)c(C)c1
 : 0	-15	6	16	-2	1.3	-2	-1.8	-4
COCCCNC(=O)CSc1nc2ccccc2c(=O)n1CCC(=O)NCCc1ccc(OC)c(OC)c1
 : 0	-2	-11	5	-13	0.4	-1	-0.4	-15
Cc1cc2nnc(SCc3ccccc3)n2c(N)n1
 : -5	-2	1	-13	-4	0.1	0	0.4	3
COc1ccc(NC(=O)c2ccc3snnc3c2)cc1
 : 3	-3	14	-2	-17	1.7	0	-0.7	-6
CC(=O)N1CC(=O)N(c2ccccc2)C1=O
 : -8	-2	0	-6	4	0.5	0	0.3	-3
CCCNC(=O)CN(C)S(=O)(=O)c1ccc(F)cc1
 : -4	-5	-9	-3	3	-0.4	-1	-0.2	0
COc1cccc(C(=O)Nc2cccc3c2ccc2cccn23)c1
 : -5	4	-26	-45	-1	0.9	-11	-0.6	-16

Arranged by SMILES length (falling): part of the list above.
Order of values: FAS-TE inh	MsrA act	NRP1-CendR mod	MLLE-PAM2 inh	SKN-1 block	MsrA inh	MT1-MMP act inh	Tb MetRS inh	E coli Lon inh
O=C(CCCn1c(=S)[nH]c2cc3c(cc2c1=O)OCO3)N1CCN(c2ccccc2)CC1
 : 28	2	-3	-42	7	0.4	4	0.5	-4
Cc1ccc(NC(=O)c2oc3ccc(S(=O)(=O)N4CCOCC4)cc3c2C)c(C)c1
 : 0	-15	6	16	-2	1.3	-2	-1.8	-4
COc1ccc(NC(=O)c2ccc3snnc3c2)cc1
 : 3	-3	14	-2	-17	1.7	0	-0.7	-6

Single records (already shown):
Cc1ccc(NC(=O)c2oc3ccc(S(=O)(=O)N4CCOCC4)cc3c2C)c(C)c1 in the list: FAS-TE inh: 0; MsrA act: -15; NRP1-CendR mod: 6; MLLE-PAM2 inh: 16; SKN-1 block: -2; MsrA inh: 1.3; MT1-MMP act inh: -2; Tb MetRS inh: -1.8; E coli Lon inh: -4
O=C(C[C@H]1CC[C@@H]2[C@H](COC[C@H](O)CN2Cc2nccs2)O1)NCc1ccccc1Cl in the list: FAS-TE inh: ·; MsrA act: ·; NRP1-CendR mod: 8; MLLE-PAM2 inh: ·; SKN-1 block: -12; MsrA inh: 0.9; MT1-MMP act inh: -3; Tb MetRS inh: -0.8; E coli Lon inh: ·

Going on with the list:
Order of values: FAS-TE inh	MsrA act	NRP1-CendR mod	MLLE-PAM2 inh	SKN-1 block	MsrA inh	MT1-MMP act inh	Tb MetRS inh	E coli Lon inh
CCCOc1ccc(C(F)(F)F)cc1NS(=O)(=O)c1ccc(Cl)nc1
 : 18	0	4	-2	2	1.1	0	0.1	-12
CCOc1cc(/C=N/Nc2nnc(C)n2N)ccc1O
 : -3	5	1	16	-8	3.5	0	0.7	-5
CCCCc1ccc(NC(=O)CN2NS(=O)(=O)c3ccccc3C2=O)cc1
 : -44	2	2	-13	25	0.2	-3	-1.1	-8
Cc1c(-n2cccc2C=O)cccc1[N+](=O)[O-]
 : -2	-15	2	1	-3	0.1	-1	-1.7	-3
COc1ccc(N=Cc2oc3ccc4ccccc4c3c2O)cc1
 : -56	-1	-113	-61	9	1.0	-118	-0.5	-129
O=C(CN1CCN(S(=O)(=O)c2ccc(Cl)cc2)CC1)Nc1ccc2c(c1)OCO2
 : 15	-11	7	0	5	-1.1	·	-2.2	-1
Cc1cc(O)c2c(C)c(CC(=O)N3CCN(C(=O)C4COc5ccccc5O4)CC3)c(=O)oc2c1 (stereo not drawn)
 : -4	-15	4	-7	-2	1.5	·	-0.9	1
COc1ccc(N(C(=O)C(C)C)S(=O)(=O)c2ccc3c(c2)n(C)c(=O)n3C)cc1
 : -5	-1	-4	3	-3	-1.0	-1	-0.3	-2
CCc1ccc(-c2nc(CN3CCC(C(=O)N4CCN(c5ccccn5)CC4)CC3)c(C)o2)cc1
 : -2	2	-2	0	-2	1.3	9	-0.4	3
O=C(COC(=O)c1ccc(Cl)c(S(=O)(=O)NCc2ccccc2)c1)NC1CC1
 : -4	-2	-10	-10	12	-0.5	2	-0.3	12
COc1ccc(/C=N/NC(=O)c2ccncc2)cc1[N+](=O)[O-]
 : -4	-6	-1	5	1	1.4	0	-1.1	3
CC(C)C(=O)N1CCC(CN=Cc2c(O)n(C3CCCCC3)c(=O)n(C3CCCCC3)c2=O)CC1
 : 21	-5	15	-12	-1	-0.4	-7	-0.8	-4
CCN1CCN(C(c2cc(OC)c(OC)c(OC)c2)c2nnnn2C(C)C)CC1 (stereo not drawn)
 : -10	-2	5	2	10	-1.1	2	-0.7	-1
Cc1cccc(N2C(=O)C(O)=C(C(=O)c3cccs3)C2c2cccc(Oc3ccccc3)c2)n1 (stereo not drawn)
 : 12	-3	-9	9	26	0.1	-4	-0.6	4
COc1ccc(/C=C2/Sc3ccc(C(=O)N4CCc5ccccc5C4)cc3NC2=O)cc1
 : 29	-7	-29	8	1	-0.1	1	-0.6	-9
Cn1c(CN2CCOCC2)nc2cc(NC(=O)COc3ccccc3)ccc21
 : -4	-3	-3	-9	-5	-0.2	1	0.1	-3
CCN(CC)c1ccc(/C=N/NC(=O)Cc2ccc(OC)c(OC)c2)cc1
 : -1	-7	-3	-12	0	5.2*	-1	-0.2	3
Cc1ccc(CNC(=O)COC(=O)c2nc(-c3ccccc3)oc2C)cc1
 : 6	-12	-8	4	-26	-0.2	3	-0.5	-1
Cc1nn(C)c(Cl)c1CN1CCCC(CO)(Cc2cccc(Cl)c2)C1 (stereo not drawn)
 : 1	-1	-5	-4	-6	-1.4	1	1.0	-7
CCC(CO)Oc1cc(NC(=O)c2ccccc2)c2ncn(C(C)C)c2c1 (stereo not drawn)
 : -8	0	6	-4	9	-0.7	-1	-0.2	-4
CCCCC1CC(C)(C(=O)CSc2nc3ccccc3s2)OC1=O (stereo not drawn)
 : 21	-2	9	-9	14	1.1	1	-0.5	0
CCC(=O)N1CCN(CCN=CC2=C(O)CC(C)(C)CC2=O)CC1
 : -8	-3	-4	3	-8	1.6	7	0.3	0
CCOC(=O)N1CCN(C(=O)C2c3cc(OC)c(OC)cc3C(=O)N3CCc4ccccc4C23)CC1 (stereo not drawn)
 : -4	-1	-8	4	-7	-2.0	0	-0.4	-2
CCOC(=O)c1sc(N)c(C#N)c1COC(=O)CNC(=O)c1cc(OC)c(OC)c(OC)c1
 : -16	-6	-190	-113	-8	1.9	-34	-0.5	-73
COc1cc(OC)cc(C(=O)NNC(=O)C2CCC2)c1
 : -10	0	0	6	14	3.6	0	-0.2	3
Cc1onc(-c2ccccc2Cl)c1C(=O)NCc1nc(-c2ccccc2)no1
 : 5	-1	-3	-6	8	0.0	-8	-0.6	2
Cc1nc2ccccn2c1C(=O)CSc1ccc(Cl)cc1Cl
 : 10	-2	6	3	10	-0.5	-4	0.4	-2
O=C(O)Cn1ccc2cc(S(=O)(=O)N3CCCCCC3)ccc21
 : -5	-3	0	0	-18	0.3	2	-0.1	3
COc1ccc(/C(C)=C2\SC(=S)N(CCC(=O)O)C2=O)cc1
 : -6	0	-10	28	3	2.3	0	2.7	-5
CNC(C)C#Cc1ccc2oc3cc(C)c(C)cc3c(=O)c2c1 (stereo not drawn)
 : -17	1	-6	-42	26	1.3	3	-0.3	-11
NS(=O)(=O)c1ccc(CCNC(=O)/C=C/c2ccc([N+](=O)[O-])cc2)cc1
 : 10	-11	14	13	-2	1.8	-1	-0.6	2
CC1(c2nnnn2-c2ccc3c(c2)OCCO3)CCC(=O)N1CCc1ccccc1F (stereo not drawn)
 : -10	-9	22	·	-7	1.0	0	-1.2	2
Cc1ccc(C)c2[nH]c(=O)c(CN(Cc3ccc4c(c3)OCO4)Cc3nnnn3Cc3ccco3)cc12
 : 12	1	-32	-23	13	0.7	-11	-0.5	-12
Cn1cc(CN2CCCCC2CO)c(-c2ccc(Oc3ccccc3)cc2)n1 (stereo not drawn)
 : -4	-4	16	-3	9	-0.2	9	-0.6	-3
COc1ccc(C)cc1C(=O)CCC(=O)N1CCN(c2ccccc2F)CC1
 : 4	-3	-7	-11	-10	0.2	-3	-0.4	-21
COc1cc(CNCc2cccc(OC)c2OC)cc(OC)c1
 : -3	-5	-2	3	-6	0.1	2	-0.5	-10

Three compounds from above, ordered by their value in MsrA act, highest first.
Molecule	MsrA act
COc1cc(OC)cc(C(=O)NNC(=O)C2CCC2)c1	0
COc1ccc(C(=O)Nc2nncs2)cc1S(=O)(=O)N1CCOCC1	-1
Cc1cccc(C)c1NC(=O)NCc1ccco1	-5

Screening results from PubChem BioAssay.
